NPY Y1 blocker: blocks the human neuropeptide Y Y1 receptor. P25929. hit rate 1% among 200,000. HEK293-CNG Y1 cells, membrane potential fluorescence; NPY at EC95, then isoproterenol. inhibition, % at 3.6 µM;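 active means inhibition above the campaign mean inhibition of all tested compounds plus 3 SD, cut at about 20% in these data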;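 further: 0% = DMSO wells given NPY plus isoproterenol and 100% = isoproterenol alone without NPY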
Target sequence (P25929 whole entry, looked up): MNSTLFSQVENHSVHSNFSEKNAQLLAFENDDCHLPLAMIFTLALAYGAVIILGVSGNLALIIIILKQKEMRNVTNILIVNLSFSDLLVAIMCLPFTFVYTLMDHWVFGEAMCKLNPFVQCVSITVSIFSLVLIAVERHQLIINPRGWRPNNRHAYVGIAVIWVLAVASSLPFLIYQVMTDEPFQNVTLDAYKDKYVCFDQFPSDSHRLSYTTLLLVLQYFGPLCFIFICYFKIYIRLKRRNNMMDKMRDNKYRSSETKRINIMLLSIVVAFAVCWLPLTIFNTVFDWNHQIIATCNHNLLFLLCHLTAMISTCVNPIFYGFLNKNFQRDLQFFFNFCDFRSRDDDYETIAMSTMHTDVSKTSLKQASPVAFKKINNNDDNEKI
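Material: HEK293 cells co-expressing NPY Y1 receptor and cyclic-nucleotide gated channel. Timing: compound incubation 1 h at room temperature, readout 45 min post-stimulation. Signal: fluorescence, membrane potential probe.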
CHOP inhibitor: inhibitors of CHOP induction in ER stress response | CHO-K1 CHOP-promoter luciferase, tunicamycin-induced, 15-18 h | inhibition, % at 10 µM | hit rate 3.8% among 220,000 | AID 2732;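 active means compounds that reduced the stress-induced luciferase reporter signal by more than about 70% of percent inhibition, limit read from the data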;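 further: 0% = tunicamycin plus vehicle and 100% = wells without tunicamycin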
NPY1 pot ag: human NPY-Y1 potentiation or agonism, primary screen; P25929; NPY-Y1 expressing cells, potentiator/agonist activation; activation, % at 3.6 µM; AID 1304; hit rate 0.37% among 220,000; in the data active means activation above about 33%, passing the limit was not always enough;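 further: cells stimulated with NPY at EC10 then isoproterenol at EC100; 0% = low agonist plus stimulus and 100% = saturating agonist plus stimulus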
BaF3 parental: parental Ba/F3 viability inhibition as JAK2V617F counter-screen; hit rate 1.1% among 220,000; CellTiter-Glo ATP luminescence; inhibition, % at 5.6 µM;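 active means inhibition above a per-campaign cutoff, the mean inhibition of all tested compounds plus 3 SD, cut at about 27% in these data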;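 further: 0% = DMSO wells and 100% = JAK Inhibitor I control wells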
S1P4 ag: activates the human S1P4 receptor; O95977; S1P4-expressing cell line, agonist reporter assay; activation, % at 4.98 µM; hit rate 0.35% among 220,000; in the data active means activation above about 11%;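 further: 0% = DMSO vehicle and 100% = reference agonist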
Ba/F3 V617F tox: reduce viability of Ba/F3 cells dependent on JAK2V617F | Ba/F3 EpoR-JAK2V617F viability, ATP luminescence | inhibition, % at 5.6 µM | hit rate 1.1% among 220,000 | AID 1446;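 active means inhibition above the campaign mean plus 3 SD over all tested compounds, cut at about 24% in these data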;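 further: cytokine-independent growth of Ba/F3 cells driven by EpoR plus mutant JAK2; 0% = DMSO-treated cells and 100% = JAK inhibitor I control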
NCF1 inh: blocks human p47phox regulatory protein of NADPH oxidases; hit rate 0.53% among 220,000; p47phox/p22phox peptide binding, fluorescence polarization, 2 h; inhibition, % at 24.7 µM; P14598; AID 1274;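 active means inhibition above about 30%, limit read from the data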;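 further: 0% = p47phox with labelled peptide and 100% = labelled peptide alone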
S1P4 antag: antagonists of human S1P4 receptor; AID 1510; S1P4-expressing cells, antagonist mode, reporter read-out; inhibition, % at 4.98 µM; hit rate 0.26% among 220,000; in the data active means inhibition above about 29%;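 further: 0% = wells stimulated with agonist and 100% = vehicle wells without agonist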
NPY2 pot ag: potentiators or agonists of human neuropeptide Y receptor Y2 | P49146 | cells expressing NPY-Y2, potentiator/agonist read-out | activation, % at 3.6 µM | hit rate 0.45% among 220,000 | AID 1359; in the data active means activation above about 27%;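 further: cells stimulated with NPY near EC25 plus isoproterenol at EC100; 0% = vehicle plus submaximal agonist and 100% = vehicle plus saturating agonist; some results beyond the cut were filed as inactive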
Target sequence (P49146 whole entry, looked up): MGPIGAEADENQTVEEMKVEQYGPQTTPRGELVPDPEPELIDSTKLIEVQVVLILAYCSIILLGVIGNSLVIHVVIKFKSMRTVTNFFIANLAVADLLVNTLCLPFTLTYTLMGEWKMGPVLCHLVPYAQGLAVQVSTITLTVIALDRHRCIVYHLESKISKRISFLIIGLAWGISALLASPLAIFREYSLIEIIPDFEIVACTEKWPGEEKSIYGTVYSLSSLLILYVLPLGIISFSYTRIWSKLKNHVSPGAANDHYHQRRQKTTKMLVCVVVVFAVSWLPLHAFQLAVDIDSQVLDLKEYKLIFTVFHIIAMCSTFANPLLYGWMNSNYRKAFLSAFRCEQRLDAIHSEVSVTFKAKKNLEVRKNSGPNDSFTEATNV
* hit, by the source's call; . = no result given.

Screens in order: NCF1 inh	NPY2 pot ag	NPY Y1 blocker	BaF3 parental	Ba/F3 V617F tox	S1P4 ag	NPY1 pot ag	S1P4 antag	CHOP inhibitor
- CC(C)Cc1nnc(NC(=O)CCN2C(=O)c3ccccc3C2=O)s1
  -10	-2	6	1	0	2.1	-14	-12	10
- COc1ccccc1NC(=O)c1cccc(S(=O)(=O)N2CCOCC2)c1
  -6	-31	7	2	-2	3.5	-12	5	11
- O=C(CC(Cc1ccccc1)C(=O)O)NCCc1ccc2c(c1)OCO2 (stereo not given)
  -5	-31	8	3	1	1.0	-38	-22	5
- COc1cccc(N(C(=O)CCl)C(C(=O)NCCc2ccccc2)c2cccs2)c1 (stereo not given)
  -12	2	0	4	99*	0.2	-9	-13	-3
- N#CNc1nc(O)cc(=O)[nH]1
  -52	-8	.	-1	-2	1.2	-6	11	9
- COc1ccc(N(CC(=O)NCc2ccncc2)S(=O)(=O)c2ccccc2[N+](=O)[O-])c(OC)c1
  -7	5	-4	6	-3	0.7	18	-7	8
- COC(=O)c1ccc(CNC(=O)c2cc3ccccc3oc2=O)cc1
  -7	-3	0	3	0	0.7	-7	16	1
- CN(C)S(=O)(=O)c1ccc(NC(=O)c2ccc3ncsc3c2)cc1
  -14	12	.	-5	-2	1.2	-9	-3	-2
- N#C/C(=C(/O)COc1cccc2ccccc12)c1nc2ccccc2[nH]1
  -38	-26	7	6	2	0.0	-4	-13	-12
- Cc1ccc(Cl)cc1N1CCN(CC(O)COCc2ccco2)CC1 (stereo not given)
  -2	-17	21*	10	98*	-1.9	-47	-14	1
- COCCn1c(SCC(=O)c2ccc3c(c2)OCCO3)nnc1-c1ccco1
  -9	0	-1	6	-1	-0.4	-14	-3	-2
- CCn1cc(CNCc2cn(-c3ccccc3C)nc2-c2ccc(OC)c(F)c2)cn1
  -1	-20	3	9	2	0.6	-4	0	26
- Cc1noc(C)c1Cc1c(Cl)cccc1Cl
  -6	4	6	2	2	-1.5	-16	10	19
- Cc1cccc(NC(=O)c2cc(=O)n(Cc3ccccc3)c(=O)[nH]2)c1
  3	-3	3	0	0	0.7	-7	-9	-3
- O=C(CCS(=O)(=O)c1cccc2nsnc12)N1CCN(C(=O)c2ccco2)CC1
  -13	9	-2	2	0	0.6	-1	-2	-6

Compound profiles, as listed above.
`Cc1cccc(NC(=O)c2cc(=O)n(Cc3ccccc3)c(=O)[nH]2)c1` is entered as NCF1 inh: 3; NPY2 pot ag: -3; NPY Y1 blocker: 3; BaF3 parental: 0; Ba/F3 V617F tox: 0; S1P4 ag: 0.7; NPY1 pot ag: -7; S1P4 antag: -9; CHOP inhibitor: -3
`CC(C)Cc1nnc(NC(=O)CCN2C(=O)c3ccccc3C2=O)s1` is entered as NCF1 inh: -10; NPY2 pot ag: -2; NPY Y1 blocker: 6; BaF3 parental: 1; Ba/F3 V617F tox: 0; S1P4 ag: 2.1; NPY1 pot ag: -14; S1P4 antag: -12; CHOP inhibitor: 10

Additional records:
Screens in order: NCF1 inh	NPY2 pot ag	NPY Y1 blocker	BaF3 parental	Ba/F3 V617F tox	S1P4 ag	NPY1 pot ag	S1P4 antag	CHOP inhibitor
- O=S(=O)(NC12CC3CC(CC(C3)C1)C2)c1ccc(F)cc1
  -5	-11	0	9	6	0.8	-25	-6	72*
- CCOc1cc(CN2CCCC(C(=O)c3cccc(C(F)(F)F)c3)C2)ccc1O (stereo not given)
  -16	-1	5	3	-1	3.0	8	10	17
- COc1ccc(-n2c(Cn3c(=O)sc4ccccc43)nnc2SCC(=O)N2CCOCC2)cc1
  -8	3	4	8	0	-4.6	3	-15	24
- COc1cc(NC(=O)CSc2nnnn2Cc2ccc3c(c2)OCO3)cc(OC)c1
  -2	-14	2	2	-1	-2.4	-29	-1	15
- O=C(CCC(=O)Nc1ccc(F)cc1)N/N=C/c1ccc(O)cc1O
  -3	11	-1	1	-1	2.0	11	-25	7
- COc1cc(NC(=O)c2ccc3c(c2)OCCO3)ccc1NC(=O)c1ccco1
  .	-19	-3	1	-1	0.6	1	-10	-29
- CCOC(=O)N1CCC(N2Cc3cccc(C(=O)NCc4ccccn4)c3C2=O)CC1
  -3	-14	3	12	4	-0.9	-1	-15	-8
- COc1ccccc1NC(=O)CN(C)S(=O)(=O)c1cc(C)ccc1OC
  -5	-1	1	4	0	-1.4	-7	7	15
- O=C(Oc1ccc(-c2ccccc2)cc1)N1CCOCC1
  -14	8	1	0	-2	1.0	-1	-14	-5
- C/C(=N\c1nc2ccccc2n1C)c1cc(Cl)ccc1O
  -5	17	2	4	-1	-2.1	-10	-6	7
- Cc1ccc(CNC(=O)CCNC(=O)c2ccc(Br)o2)cc1
  -15	-10	2	4	-1	2.1	-1	-15	4
- COc1cccc(C2SCC(=O)N2c2ccc(C)cc2)c1OC (stereo not given)
  -15	6	4	9	0	0.6	0	-16	-4
- N#C/C(=C\c1ccc(N2CCCCC2)c([N+](=O)[O-])c1)c1nn(-c2ccccc2)c(N)c1C#N
  3	-3	-5	1	-2	-1.1	-8	-12	23
- CC(C)CC[n+]1ccn(C2=C([O-])c3ccccc3C(=O)/C2=N\S(=O)(=O)c2ccccc2)c1
  1	10	-3	4	2	-0.7	-2	-7	-45
- COc1ccc(-c2cn(-c3ccc(C)cc3C)c(=O)[nH]2)cc1OC
  -1	-11	1	7	3	-0.7	1	-2	13
- N#CCCn1c(SCC(=O)N2CCN(S(=O)(=O)c3ccccc3)CC2)nc2ccccc21
  4	-16	-5	6	5	1.1	-7	-13	24
- Cc1ccc(S(=O)(=O)/N=C2/NC(=O)/C(=C/c3ccc(Br)o3)S2)cc1
  -97	-12	5	2	-1	0.1	-20	-19	20
- O=c1n(-c2ccccc2)c(=O)n2n1CC(O)C2
  -4	8	6	4	0	0.3	10	-2	-11
- CCc1ccccc1NC(=S)N(CCCN1CCOCC1)Cc1cccs1
  -85	-1	2	7	-1	-0.1	-12	-11	9
- Cc1ccc(C)c(NC(=O)c2ccccc2Sc2ccc([N+](=O)[O-])cc2Cl)c1
  -9	-11	3	4	1	-0.6	-25	-3	65
- COC(=O)c1cn(NC(=O)c2cc(OC)c(OC)c(OC)c2)c(=O)c2ccccc12
  -4	-19	-4	4	-3	-0.8	-7	0	2
- O=C(CSc1nc2ccccc2o1)Nc1nc(-c2ccccc2)cs1
  -14	-20	4	4	-1	1.7	-54	-4	9
- CCOC(=O)CNC(=O)/C=C/c1ccc2c(c1)OCO2
  -8	-39	13	6	2	0.7	-39	-9	-4
- Nn1c(Cc2ccc(Br)cc2)n[nH]c1=S
  0	0	7	1	1	-1.5	7	-7	13
- CC12CCC(C(=O)Nc3cc(Cl)ccc3Cl)(C(Br)C1=O)C2(C)C (stereo not given)
  -10	-9	5	5	1	-0.6	-1	-20	6
- CCc1nnc(NC(=O)CSc2ncc(-c3ccccc3)n2CC)s1
  -5	-11	0	4	0	-0.3	-10	4	28
- CC1Cc2ccccc2N1S(=O)(=O)c1cccc(C(=O)NC2CC2)c1 (stereo not given)
  -10	-4	1	3	-3	0.0	-6	-4	24
- O=C(CS(=O)c1ccc(F)cc1)Nc1ccccc1Cl (stereo not given)
  -2	9	6	0	-2	0.3	-3	0	-11
- C(=N\C(/N=C/c1ccco1)c1ccco1)/c1ccco1
  -4	8	6	5	3	0.3	13	-16	-10
- CC(=O)c1ccc(NC(=S)NC(C)CCc2ccccc2)cc1 (stereo not given)
  .	-3	-5	2	4	1.4	4	-5	9
- Cn1c(N2CCN(C(=O)Nc3ccc(C(F)(F)F)cc3)CC2)nc2ccccc21
  -1	-23	-2	16	5	-1.0	-10	-5	45
- CCOc1ccccc1NC(=O)CCS(=O)(=O)c1ccc(OC)cc1
  1	-13	2	3	-2	-0.8	1	8	5
- O=C(Cn1nc(CNc2ccc(Cl)cc2)[n+]2c1CCCCC2)c1ccc(Br)cc1
  -147	6	7	0	-2	5.6	8	-13	-9
- CCNC(=O)NC(=O)C(C)Sc1nnc(COc2ccccc2Cl)o1 (stereo not given)
  -15	6	-3	-1	-4	-3.0	5	-1	1
- O=C(O)c1cccc(Cn2c(Cl)c(/C=N/NC(=O)c3ccccc3Cl)sc2=O)c1
  -4	-10	6	1	4	0.1	-18	-1	-2
- Fc1ccccc1NC(=S)Nc1ccc(CN2CCOCC2)cc1
  .	-5	5	7	0	1.5	-6	-5	9
- COc1c(/C=N/Nc2ccc(C(=O)O)cc2)c(CCN(C)C(C)=O)cc2c1OCO2
  -8	-8	.	-4	0	1.2	-6	12	-11
- O=C(COC(=O)c1ccccc1C(=O)N1CCN(c2ccccc2)CC1)NCc1ccccc1
  -11	5	5	1	-2	0.5	18	9	20
- CCCc1n[nH]c(=S)n1Cc1ccco1
  0	-11	.	-7	1	1.3	6	-9	2
- Cc1ccc(NC(=O)c2cc(-c3ccccc3)nn2-c2ccccc2)cc1
  -3	16	2	7	-1	8.1	33	-17	32
- CCSCc1nnc(SCC(=O)Nc2nc(C)cs2)n1C
  4	13	-2	-2	-4	2.8	15	0	8
- CN(c1ccccc1)S(=O)(=O)c1ccc(NC(=O)c2ccc(-c3ccccc3)cc2)cc1
  -12	9	5	5	-2	-1.0	24	-3	70
- Cc1ccc(/C=C(\NC(=O)c2ccccc2)C(=O)NCC2CCCO2)o1 (stereo not given)
  -6	-10	-2	-3	-1	-0.2	-12	-19	-2
- NS(=O)(=O)c1ccc(CNC(=O)c2csc3c2CCCC3)cc1
  -3	-10	6	5	3	1.3	-22	-15	2
- COc1ccccc1OCCNc1cc(N2CCCCC2)ccc1[N+](=O)[O-]
  -8	0	9	6	3	-2.0	-22	-1	35
- CCCCn1nnnc1SCC(=O)Nc1sc2c(c1C#N)CCCC2
  -12	-6	-1	6	4	1.1	-19	3	51
- CCCCn1c(=O)c(C(=O)c2ccccc2)nc2ccccc21
  -8	-8	3	7	-3	-1.3	-22	-13	25
- Cc1ccc(Oc2cc([N+](=O)[O-])cc3c2C(=O)Nc2ccccc2O3)cc1
  -128	11	-7	11	6	-1.7	-1	3	45
- CC(C)Cn1c(SCC(=O)NCc2ccc(Cl)cc2)nnc1-c1cccc(S(=O)(=O)N2CCOCC2)c1
  -4	0	-1	3	-1	-1.0	-10	-6	35
- CC(=O)c1ccc(NC(=O)CSc2nnc(Cn3cnc4ccccc43)o2)cc1
  -3	10	-3	8	1	2.5	7	1	-4
- CC/S(C)=N/S(=O)(=O)c1ccc(C)cc1 (stereo not given)
  -6	-9	-3	9	4	1.3	8	-14	22
- COc1ccc([N+](=O)[O-])cc1NC(=O)C(C)Sc1ccc(C)cc1 (stereo not given)
  -2	0	4	2	-2	-0.7	-11	4	27
- CSc1nc(C)cc(NC(N)=O)n1
  2	0	4	0	1	-3.8	-21	-14	5
- CCNC(=S)N1CCN(c2ncccn2)CC1
  -5	7	5	9	6	-1.0	-11	2	7
- CC(=O)CSc1cc(-c2ccccc2)nc2ncnn12
  -4	0	.	-4	0	0.9	14	-1	-4
- Cc1ccc2nc(C3CCCN(C(=O)NCc4ccccc4)C3)[nH]c2c1 (stereo not given)
  0	-3	3	3	-3	-2.5	0	-6	33
- Cc1ccc(-c2cnc(NCc3cc4c(cc3[N+](=O)[O-])OCO4)n2C)cc1C
  0	88*	-16	2	-4	0.8	102*	-6	36
- O=C(CC1C(=O)N(c2ccccc2)C(=O)N1Cc1ccco1)Nc1ccccc1 (stereo not given)
  -40	-6	-4	2	-2	2.9	6	4	-2
- CCN(CC)CCNC(=O)C(C(=O)c1ccccc1)n1ccccc1=O (stereo not given)
  -14	13	-2	5	-1	2.1	0	-10	1
